# MLLE-PAM2 inh – inhibitors of microRNA-mediated deadenylation, human PABP1 MLLE binding. P11940. GST-MLLE / FITC-PAM2 fluorescence polarization. inhibition, % at 20 µM. 0.36% of 360,000 active; in the data active = inhibition above about 35%, passing the limit was not always enough;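 also: plate controls were DMSO wells with GST-MLLE for no effect and wells lacking GST-MLLE protein for full effect; some results filed as inactive read as strong as hits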
# Target sequence (P11940 whole entry, looked up): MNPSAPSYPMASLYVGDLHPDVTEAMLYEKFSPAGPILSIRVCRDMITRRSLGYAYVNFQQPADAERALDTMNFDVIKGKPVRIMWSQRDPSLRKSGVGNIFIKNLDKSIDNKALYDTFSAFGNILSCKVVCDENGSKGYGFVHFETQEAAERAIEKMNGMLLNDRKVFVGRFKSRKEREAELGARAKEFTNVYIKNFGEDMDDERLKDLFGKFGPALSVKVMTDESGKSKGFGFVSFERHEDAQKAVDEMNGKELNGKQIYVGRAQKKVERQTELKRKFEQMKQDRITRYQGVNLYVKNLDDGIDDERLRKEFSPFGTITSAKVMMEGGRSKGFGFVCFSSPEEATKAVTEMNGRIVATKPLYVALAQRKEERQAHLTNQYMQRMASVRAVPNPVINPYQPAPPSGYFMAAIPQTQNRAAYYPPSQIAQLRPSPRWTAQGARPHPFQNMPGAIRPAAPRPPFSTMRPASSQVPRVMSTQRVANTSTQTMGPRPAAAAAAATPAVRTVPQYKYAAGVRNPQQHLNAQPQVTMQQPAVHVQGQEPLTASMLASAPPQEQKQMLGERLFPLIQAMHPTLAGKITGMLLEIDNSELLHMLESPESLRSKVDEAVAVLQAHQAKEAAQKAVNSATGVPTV
# FAS-TE inh – FAS thioesterase (human) inhibition; 0.67% of 360,000 active; inhibition, % at 15 µM; P49327; recombinant FAS-TE, OMFH fluorogenic substrate, fluorescence endpoint;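 active = compounds whose normalised, plate-corrected inhibition of enzyme fluorescence in the single-dose primary screen is 50% or more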;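 also: 0% = DMSO with enzyme and 100% = substrate without enzyme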
# Neddylation inh – cullin neddylation inhibition; P61081+Q13564; TR-FRET cullin neddylation, biochemical; calls only at 25 µM; 0.58% of 360,000 active; in the data active = inhibition above about 36%
# MT1-MMP act inh – inhibitors of human MT1-MMP activation. HT1080 RFP-PRO-GFP cells, GFP/RFP ratio fluorescence, overnight; percent of plate control window, DMSO zero. AID 651647. GFP/RFP ratio change, % at 20 µM. 0.061% of 360,000 active;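 active = GFP/RFP ratio change of at least 30% with cell ATP level not reduced by more than half and red fluorescence within 50% of control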; also: strong numbers were not always called active
#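 Assay system: RFP-PRO-GFP reporter HT1080 cells; read-out basis: GFP/RFP fluorescence ratio; benchmarks: DMSO wells and RFP-L50D-GFP cells; doses: 20 µM single dose, 1% DMSO; schedule: overnight cell settling, then overnight compound exposure, 37 °C, 5% CO2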
# SKN-1 inh – C. elegans SKN-1 inhibition; C. elegans VP596 Pgst-4::GFP/RFP ratio, acrylamide-induced, 24 h; inhibition, % at 21.8 µM; 0.49% of 360,000 active;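 active = interference check ratio from 0.5 to 1.5 plus GFP to RFP signal ratio inhibition reaching or exceeding a fixed threshold, cut at about 30% in these data, passing the limit was not always enough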; also: some compounds called inactive have numbers as strong as hits
# Rin1-Abl PPI inh – inhibitors of human Rin1-Abl protein interaction; TR-FRET Rin1/Abl binding, biochemical; inhibition, % at 7.35 µM; P00519+Q13671; 0.4% of 360,000 active; AID 588664; in the data active = inhibition above about 5%, passing the limit was not always enough
# CSN inh – inhibitors of human CSN-mediated cullin deneddylation; Q92905; Purified CSN, SCF-Nedd8-OG deneddylation, fluorescence polarization; inhibition, % at 12.5 µM; 0.38% of 360,000 active;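 active = pattern-corrected inhibition above about 35%, with an unprinted fluorescence ratio check between 0.5 and 1.5, limit read from the data, passing the limit was not always enough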;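 also: 0% = enzyme with substrate and 100% = substrate without enzyme; some results filed as inactive read as strong as hits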
#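 Assay system: purified human Csn5 enzyme expressed in HEK293T cells; Input: 0.24 nM Csn5 enzyme, final concentration; Reagent: 10 nM SCFSkp2-Nedd8OG; Compound dosing: 12.5 µM single point; Times: reaction 90 min, room temperature; Technique: fluorescence polarization readout.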
# Rpn11 inh – inhibitors of human proteasome Rpn11. calls only at 20 µM. 0.59% of 360,000 active. AID 588493. O00487. human 26S proteasome, Ub4-pepOG fluorescence polarization; 20S core pre-blocked with epoxomicin;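 active = inhibition at 20 µM, scaled to each plate's controls, above about 33%, limit read from the data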
# Target sequence (O00487 whole entry, looked up): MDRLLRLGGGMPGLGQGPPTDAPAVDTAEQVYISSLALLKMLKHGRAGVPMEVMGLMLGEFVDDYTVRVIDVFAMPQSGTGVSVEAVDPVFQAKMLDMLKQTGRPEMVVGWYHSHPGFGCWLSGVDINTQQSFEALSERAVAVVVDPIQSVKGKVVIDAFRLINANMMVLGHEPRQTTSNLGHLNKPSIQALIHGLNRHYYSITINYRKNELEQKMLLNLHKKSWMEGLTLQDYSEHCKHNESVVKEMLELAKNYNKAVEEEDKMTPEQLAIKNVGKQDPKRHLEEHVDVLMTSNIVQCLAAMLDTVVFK
# NadD inh – inhibitors of Staphylococcus aureus NadD; purified NadD enzyme, colorimetric absorbance read-out; inhibition, % at 20 µM; 0.78% of 360,000 active; AID 602399; in the data active = inhibition above about 26%; also: some compounds past the cut are filed as inactive
# * marks the source's active call; other numbers are inactive results; i = inactive; nt = no result given.
SMILES,MLLE-PAM2 inh,FAS-TE inh,Neddylation inh,MT1-MMP act inh,SKN-1 inh,Rin1-Abl PPI inh,CSN inh,Rpn11 inh,NadD inh
S=C(NCc1ccccn1)Nc1ccc(Cl)cc1Cl,31,-8,i,2,10,-3,2,i,0
COc1cc(/C=C/c2ccc3cccc(O)c3n2)cc(OC)c1OC,-9,10,i,22,-6,-1,-1,i,5
Cc1nc(NC(=O)CSc2nnc(Cn3nnc4ccccc43)n2C)sc1C,1,-11,i,3,-2,0,-3,i,-5
CCOC(=O)C1=C(c2ccccc2)NC(=S)NC1c1cc([N+](=O)[O-])ccc1OC (stereo unspecified),-113,38,i,-1,14,-7,2,i,10
Cc1ccc2[nH]c3c(=O)n(CCCN4CCOCC4)cnc3c2c1,4,-4,nt,8,1,-1,-2,i,-5
CCCCN(C(=O)NC(=O)Nc1ccccc1OC)S(C)(=O)=O,-14,2,i,6,1,-1,4,i,1
Cc1cc(NC(=O)CSCC(=O)OCC(=O)Nc2cc(C)c(C)cc2[N+](=O)[O-])no1,-11,-4,i,7,-10,-6,-1,i,-5
OC(c1ccc(Cl)c(F)c1)c1ncc(-c2ccccc2C(F)(F)F)[nH]1 (stereo unspecified),3,-5,i,12,-3,1,0,i,-2
CCOC(=O)c1cnc2nc(NCc3ccc(OC)c(OC)c3)[nH]n2c1=O,19,-4,i,1,-7,-1,-3,i,-5
O=Cc1ccc(F)c([B-](F)(F)F)c1,6,-9,i,1,1,-1,2,i,-4
CCN(c1cccc(C)c1)c1nc2ccsc2c(=O)s1,-4,20,i,-6,-2,-2,-3,i,-9
CCc1noc(C)c1C(=O)N(Cc1ccccc1)c1c(N)n(CCOC)c(=O)[nH]c1=O,8,-5,i,0,-17,0,5,i,-5
COCCN(C(=O)COC(=O)CNC(=O)c1cccs1)c1c(N)n(Cc2ccccc2)c(=O)[nH]c1=O,-97,-5,i,-2,2,1,-5,i,3
O=C(CCS(=O)(=O)c1ccccc1)Nc1ccc2c(c1)C(=O)NC2=O,-9,-2,nt,-2,4,-4,11,i,2
CCOC(=O)Cn1c(=O)oc2cc(S(=O)(=O)NCCc3ccc(C)cc3)ccc21,-6,-4,i,1,5,-4,3,i,2
COc1cccc(N2CCN(C(=O)CCCCCn3c(=S)[nH]c4cc5c(cc4c3=O)OCO5)CC2)c1,-41,-6,i,6,17,-5,1,i,17
COc1ccccc1C(=O)COC(=O)CN1C(=O)NC2(CCCC2)C1=O,6,-1,i,-3,18,0,2,i,0
CSc1ccc(Cn2c(C)c(C(=O)NCc3ccc(C(C)C)cc3)sc2=O)cc1,9,17,i,-2,1,1,-6,i,-6
COc1ccc(N(C)C(=O)C2CCCN2S(=O)(=O)c2cccc3nsnc23)c(OC)c1 (stereo unspecified),-5,-2,i,-5,6,-4,-4,i,6
CC(C)(C)c1ccc(/C=N/NC(=O)C(=O)NCCCN2CCOCC2)cc1,6,2,i,3,-2,0,0,i,-3
O=C(CN1CCSC1=O)Nc1ccc(N2CCOCC2)cc1,-3,-6,i,0,-11,-1,-2,i,0
COc1ccc(N2CCN(C(=O)COC(=O)CCOc3ccc(C)cc3)CC2)cc1,-10,-3,i,6,10,1,1,i,-1
CC(=O)C(N=Nc1ccccc1)(Sc1nnc(-c2ccccc2)n1-c1ccccc1)C(C)=O,-38,30,i,-15,14,1,3,i,4
O=C(CSCc1c(Cl)cccc1Cl)NCc1cccnc1,6,-11,i,0,1,4,-2,i,1
CCOC(=O)N1CCC(N(CCN(C)C)C(=S)Nc2ccccc2OCC)CC1,22,-5,i,1,6,3,-5,i,-3
CS(=O)(=O)N(Cc1ccccc1)c1ccccc1C(=O)N1CCN(c2ccccc2)CC1,6,9,i,-2,2,1,-5,i,-1
O=C(c1ccc2c(c1)OCO2)N1CCN(S(=O)(=O)c2ccc(Cl)cc2)CC1,1,2,i,0,12,1,2,i,-1
Cc1c(NS(=O)(=O)c2ccc(N)cc2)c(=O)n(-c2ccccc2)n1C,-5,-8,i,9,4,4,1,i,-11
CCOC(=O)N1CCC(Nc2ccc3nnc(-c4ccccc4)n3n2)CC1,0,-1,i,2,-12,0,3,i,7
O=C1NCCN1C(=O)c1cccc(Cl)c1,2,-10,i,4,5,0,4,i,-7
CCOC(=O)c1c(-c2ccc(C)o2)csc1NC(=O)CN1CCCCC1,2,35,i,-7,15,2,1,i,6
Cc1noc(C)c1NC(=O)NC(c1ccccc1)c1ccccc1,12,3,i,10,-13,6.3*,3,i,-1
N#Cc1c(NC(=O)CCCN2C(=O)c3ccccc3C2=O)oc(-c2ccccc2)c1-c1ccccc1,-1,22,i,6,-12,-4,-4,i,2
Fc1ccc(OCCOCCN2CCCC2)cc1,7,-8,i,3,-13,1,-4,i,-8
Cc1nn(-c2ccccc2)c2sc(C(=O)NC3CCCCC3)cc12,-1,14,i,-2,13,2,-1,i,0
O=C(Nc1ccc(Cl)cc1)c1nc[nH]c1C(=O)NCCN(CCNC(=O)c1[nH]cnc1C(=O)Nc1ccc(Cl)cc1)CCNC(=O)c1[nH]cnc1C(=O)Nc1ccc(Cl)cc1,1,58*,i,-10,10,1,-3,i,57*
CC(C)CC(=O)NC(=S)Nc1ccccc1C(F)(F)F,21,7,i,-3,6,0,-13,i,3
O=S(Cc1ccc(Br)cc1)Cc1nnc(SCc2c(Cl)cccc2Cl)n1-c1ccccc1 (stereo unspecified),-3,25,i,-2,4,2,4,i,8
CC(=O)Nc1ccccc1C(=O)C(=O)Nc1ccc(C(=O)N2CCOCC2)cc1,1,-3,i,4,-6,-4,-3,i,-1
CCOC(=O)c1cc(-c2ccccc2)sc1NC(=O)COC,9,18,i,2,-6,-4,0,i,-5
CCCCCCCCN1C(=O)[C@H](CC(=O)NCCc2ccccc2OC)C[C@@]2(C(=O)OC)CC(C)(C)CC=C12,nt,nt,i,-9,13,nt,1,nt,nt
Cc1ccsc1/C=N/NS(=O)(=O)c1ccc([N+](=O)[O-])cc1,2,24,i,1,-10,-7,-8,i,-6
O=C(OC1CC2CC1[C@H]1CCCCN1C2=O)N1CCN(C(=O)c2ccccc2)CC1 (stereo partly specified),nt,-10,i,2,-12,nt,-5,nt,5
CC(=O)Nc1ccc(NC(=O)C2CCN(c3ccc(C(F)(F)F)cn3)CC2)cc1,5,-3,i,4,-6,-4,-4,i,-11
CC1CCC(C(C)C)C(OCC(O)CNC(C)c2ccccc2)C1 (stereo unspecified),-6,8,i,-10,3,-2,-7,i,-5
COc1cccc(/C=C2/SC(=S)N(CC(=O)NNC(=O)c3ccccc3O)C2=O)c1,-63,15,i,10,-7,1,0,i,7
CCN1CCN(CCCNC(=O)c2cc3c(=O)oc4ccc(C)cc4c3s2)CC1,-2,-7,i,2,-5,-8,4,i,-18
O=C(CN1CCC(n2nnc3cc(F)ccc32)CC1)Nc1ccc2c(c1)CCC2,-17,24,i,4,-5,1,4,i,7
O=C(c1ccco1)N1CCN(Cc2nc3ccccc3[nH]2)CC1,-27,-7,i,-9,10,-1,1,i,7
COc1cccc(N2CCN(S(=O)(=O)c3ccc(-n4cnnn4)cc3)CC2)c1,-6,-8,i,3,-4,-1,-4,i,5
CCc1cccc(NC(=O)CCNS(=O)(=O)c2cccc3nonc23)c1,7,-3,i,5,14,2,-3,i,-7
N#CCCN(Cc1cccnc1)S(=O)(=O)c1ccc(S(=O)(=O)N2CCCCCC2)cc1,-8,-5,i,-5,-11,5,3,i,7
O=C(OCc1nc2ccccc2s1)c1ccccc1O,-13,11,i,-2,4,1,6,i,-7
Cc1c(OCC(=O)NCC2CCC(C(=O)O)CC2)ccc2c(-c3ccccc3)cc(=O)oc12 (stereo unspecified),-2,6,i,3,0,-3,3,i,5
CNc1nc(-c2cccs2)cc(C(F)(F)F)c1C#N,-29,-1,nt,-6,16,0,2,i,1
CCOC(=O)C1CCCN(C(=O)c2cn(C)c3ccc(S(=O)(=O)N4CCCC4)cc3c2=O)C1 (stereo unspecified),3,18,i,2,-6,1,3,i,-4
COc1cccc(/C=N/NC(=O)C(=O)N2CCCC2)c1,-5,-10,i,5,3,0,-2,i,-3
O=C(NC1CCCC1)C1CCC(CNS(=O)(=O)c2ccccc2)CC1 (stereo unspecified),-1,-3,i,-1,12,0,4,i,-1
CCn1c(-c2cc3c(C(F)(F)F)nn(C)c3s2)n[nH]c1=S,-4,-9,nt,1,-15,-2,2,i,2
CN1CCN(Cc2coc3c(Cl)cc(Cl)cc3c2=O)CC1,7,0,i,4,4,0,4,i,-5

# Part of the list above in order of count of non-hydrogen atoms, smallest number first:
SMILES,MLLE-PAM2 inh,FAS-TE inh,Neddylation inh,MT1-MMP act inh,SKN-1 inh,Rin1-Abl PPI inh,CSN inh,Rpn11 inh,NadD inh
COc1cccc(/C=N/NC(=O)C(=O)N2CCCC2)c1,-5,-10,i,5,3,0,-2,i,-3
O=C(OC1CC2CC1[C@H]1CCCCN1C2=O)N1CCN(C(=O)c2ccccc2)CC1 (stereo partly specified),nt,-10,i,2,-12,nt,-5,nt,5
CCCCCCCCN1C(=O)[C@H](CC(=O)NCCc2ccccc2OC)C[C@@]2(C(=O)OC)CC(C)(C)CC=C12,nt,nt,i,-9,13,nt,1,nt,nt

# Following part:
SMILES,MLLE-PAM2 inh,FAS-TE inh,Neddylation inh,MT1-MMP act inh,SKN-1 inh,Rin1-Abl PPI inh,CSN inh,Rpn11 inh,NadD inh
CC1CCCCC12NC(=O)N(CC(=O)Nc1ccc(S(=O)(=O)N3CCOCC3)cc1)C2=O (stereo unspecified),-15,-7,i,3,-20,-2,1,i,0
Cc1ccc(C)c(NC(=O)CN(C)C(=O)Cc2ccc(Cl)cc2Cl)c1,-14,2,i,0,2,6,4,i,-2
Cc1cccc(C(=O)OCC(=O)Nc2c(C)n(C)n(-c3ccccc3)c2=O)c1,4,-6,i,0,-10,2,-5,i,-3
CC1CCCCN1S(=O)(=O)c1ccc(NC(=O)c2ccco2)cc1 (stereo unspecified),1,4,i,6,-16,-6,-1,i,-2
CCN(CC)CCNC(=O)c1cc(-c2ccco2)nc2ccccc12,18,-5,nt,-3,4,-2,7,i,2
N=c1c2c(-c3ccccc3)c(-c3ccccc3)n(Cc3ccco3)c2ncn1Cc1ccccc1,-1,-3,i,5,-2,0,2,i,2
COc1ccc(Cl)cc1C(=O)Nc1ccc(OCC(=O)N2CCOCC2)cc1,-7,-2,i,nt,4,-2,4,i,-3
CCOC(=O)C1CCN(C(=O)CC2C(=O)N(Cc3ccccc3)C(C)c3nc4ccccc4n32)CC1 (stereo unspecified),-3,-3,i,9,0,1,5,i,-4
Cc1ccc(NC(=O)c2ccc(NS(=O)(=O)c3ccc4[nH]c(=O)[nH]c4c3)cc2)nc1,10,-5,i,2,-17,3,1,i,-1
COCCn1c(SCC(=O)Nc2sc(C)c(C)c2C#N)nnc1C(C)C,9,-4,i,-3,17,-5,-1,i,2
Cc1c(Cl)cccc1NC(=O)NC1CCCCC1,3,-4,i,1,0,-1,-3,i,1
CCCOc1ccc(CCc2n[nH]c(=S)n2Cc2ccccc2)cc1,-59,14,i,3,-22,2,5,i,-2
Cc1ccc(-c2csc3nc(SCC(N)=O)n(Cc4ccccc4)c(=O)c23)cc1,2,30,i,-3,9,0,-12,i,-3

# Structures listed above marked active in Rin1-Abl PPI inh.
SMILES,MLLE-PAM2 inh,Neddylation inh,MT1-MMP act inh,SKN-1 inh,Rin1-Abl PPI inh,CSN inh,Rpn11 inh,NadD inh
Cc1noc(C)c1NC(=O)NC(c1ccccc1)c1ccccc1,12,i,10,-13,6.3*,3,i,-1

# Bioassay records deposited in PubChem BioAssay by several laboratories.
